Screening data deposited in PubChem BioAssay by several laboratories.
Arrestin-AP2 inh: inhibitors of beta-arrestin/AP2 binding, primary screen, biochemical, GPCR trafficking, flow cytometry; inhibition, % at 10 µM; FITC-arrestin peptide / GST-AP2 beads; AP2 beta2 appendage carries R879A mutation; AID 504490, 2011; actives 0.31% (n = 340,000); beta-arrestin 1 C-terminal peptide binding to AP2 beta2-adaptin appendage (human);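 active means inhibition above a set limit, near 3 SD of compounds lacking own fluorescence, cut at about 54% in these data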;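 further: plate controls were DMSO wells for no effect and 5 µM unlabelled arrestin peptide for full effect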
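System: GST-AP2 R879A glutathione beads | Also added: FITC-arrestin peptide, 50 nM | Times: 12 min plus 1 h, RT | Signal: Bead flow cytometry, FITC channel | Buffer or medium: PBS with 0.05% Tween 20 and 0.1% BSA | Read-out basis: Percent drop in bead-associated FITC signal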
DAGLB inhibitor: DAGLB lipase inhibitors, primary screen, biochemical, fluorescence, HTS | HEK293T DAGLB membrane lysate, EnzChek fluorogenic substrate | inhibition, % at 5.17 µM | actives 0.059% (n = 340,000) | AID 504411, 2011; in the data active means inhibition above about 34%;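 further: 0% = enzyme with vehicle and 100% = wells lacking enzyme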
DSG3 Ab inh: inhibitors of pemphigus antibody binding to DSG3, primary screen, biochemical, bead-based, flow cytometry, scFv-GFP | Desmoglein-3 (Homo sapiens), P32926 | DSG3-coupled beads, scFv-anti-DSG3-GFP binding; hits give low values | binding (percent of control), % at 10 µM | actives 0.48% (n = 310,000);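 active means binding more than 3 SD below its plate's average and above zero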;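 further: hits lower antibody fragment binding to DSG3; some compounds called inactive have numbers as strong as hits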
CAL PDZ FP-1: CAL PDZ peptide-binding inhibitors, primary screen, biochemical, fluorescence polarization, Cer-tagged CAL PDZ, HTS | Golgi-associated PDZ and coiled-coil motif-containing protein (Homo sapiens), Q9HD26 | purified CAL PDZ, TMR-peptide fluorescence polarization, 1 h | inhibition, % at 20 µM | actives 0.02% (n = 330,000) | AID 504414, 2011;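 active means highest replicate inhibition of at least 40%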;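 further: plate controls were DMSO neutral control wells for no effect and unlabeled competitor peptide control wells for full effect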
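Material: tagged CAL PDZ domain; buffer or medium: 25 mM sodium phosphate pH 7.4, 150 mM NaCl, TCEP, IgG, Thesit; compound dosing: single point, 20 µM; schedule: 1 h incubation at room temperature before polarization reading; measured by: FP readout, S and P plane fluorescence; read-out basis: percent inhibition from loss of millipolarization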
Keap1-Nrf2 PPI: Keap1-Nrf2 protein-protein interaction inhibitors, primary screen, biochemical, fluorescence polarization, single point; inhibition, % at 9.4 µM; Keap1 Kelch-Nrf2 peptide fluorescence polarization, 1536-well; actives 0.15% (n = 340,000); AID 504523, 2011; Kelch-like ECH-associated protein 1 (Homo sapiens), Q14145; in the data active means inhibition above about 12%;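 further: human Keap1 Kelch domain with fluorescein labeled Nrf2 9mer peptide probe; 0% = neutral control wells and 100% = peptide positive control; higher means more block of Keap1 binding to Nrf2 peptide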
Target sequence (Q14145 whole entry, looked up, the tested form may be a part): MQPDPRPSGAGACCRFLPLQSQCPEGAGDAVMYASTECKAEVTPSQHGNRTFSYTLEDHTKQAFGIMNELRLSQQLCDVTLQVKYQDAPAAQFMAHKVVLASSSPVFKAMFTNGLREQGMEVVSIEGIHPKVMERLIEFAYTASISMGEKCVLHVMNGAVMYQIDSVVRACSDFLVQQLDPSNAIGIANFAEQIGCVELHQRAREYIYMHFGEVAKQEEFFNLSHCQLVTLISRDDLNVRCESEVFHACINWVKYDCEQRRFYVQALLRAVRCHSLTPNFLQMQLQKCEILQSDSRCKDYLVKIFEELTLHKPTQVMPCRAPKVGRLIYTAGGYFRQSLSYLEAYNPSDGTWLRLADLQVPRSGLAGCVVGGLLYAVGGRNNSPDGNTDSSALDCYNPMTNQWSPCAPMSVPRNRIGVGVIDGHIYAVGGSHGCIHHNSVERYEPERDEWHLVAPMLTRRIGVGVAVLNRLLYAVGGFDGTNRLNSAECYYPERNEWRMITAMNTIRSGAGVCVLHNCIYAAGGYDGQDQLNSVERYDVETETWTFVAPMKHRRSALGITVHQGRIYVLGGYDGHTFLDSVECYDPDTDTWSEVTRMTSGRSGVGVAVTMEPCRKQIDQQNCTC
NSD2 inh: NSD2 histone methyltransferase inhibitors, primary screen, biochemical, AlphaScreen, single concentration, set 2; Histone-lysine N-methyltransferase NSD2 (Homo sapiens), O96028; actives 0.54% (n = 310,000); inhibition, % at 12.5 µM; NSD2 peptide methylation, 120 min; AID 743445, 2014; in the data active means inhibition above about 50%
CAL PDZ FP-2: untagged CAL PDZ binding inhibitors, primary screen, biochemical, fluorescence polarization, HTS. Golgi-associated PDZ and coiled-coil motif-containing protein (Homo sapiens), Q9HD26. purified CAL PDZ, TMR-peptide fluorescence polarization, 1 h. inhibition, % at 24.9 µM. actives 0.92% (n = 300,000). AID 602252, 2012;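 active means mean inhibition of at least 30% with at least half of replicates also reaching 30%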;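 further: 0% = DMSO neutral control and 100% = excess unlabeled competitor peptide PRC23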
Cardiac RTF inh: cardiac RTF calcium sensitivity inhibitors, primary screen, biochemical, IANBD-TnC fluorescence, EC70 calcium; IANBD-labeled cardiac RTF, Ca2+ fluorescence; inhibition, % at 7.15 µM; Troponin I, cardiac muscle (Homo sapiens) + Troponin T, cardiac muscle (Homo sapiens) + …; AID 493244, 2011; actives 0.12% (n = 340,000);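 active means inhibition above the mean inhibition of all tested compounds plus 3 SD, cut at about 17% in these data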;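 further: assay run at fixed EC70 calcium of 1.6 mM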
V-ATPase pHluor: regulators of yeast V-ATPase proton pumping, primary screen, pHLuorin cytosolic pH fluorescence; S. cerevisiae; response, % at 10 µM; actives 0.37% (n = 350,000); AID 504577, 2011; in the data active means response mostly above about 7.3%, no sharp cut-off; inactive means mostly below about 5.4%; further: actives read high; inactives centre near 0; some compounds called inactive have numbers as strong as hits; reference of the scale not given here
C-LANA FP: inhibitors of KSHV C-LANA binding to DNA, primary screen, biochemical, fluorescence polarization, FAM-LBS DNA, MBP-C-LANA, single point | inhibition, % at 9 µM | Kaposi's sarcoma herpesvirus LANA C-terminal domain (residues 932-1162) DNA binding | actives 0.078% (n = 340,000);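 active means highest replicate inhibition at or above 60% at 9 µM, even if other replicates fall short; inactive means all replicates below 60% inhibition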;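 further: 0% = neutral control wells and 100% = 4 µM acridine orange control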
Active calls of the source: *; x = not tested or not shown.

Order of values: NSD2 inh | DAGLB inhibitor | V-ATPase pHluor | Arrestin-AP2 inh | CAL PDZ FP-1 | Cardiac RTF inh | CAL PDZ FP-2 | C-LANA FP | Keap1-Nrf2 PPI | DSG3 Ab inh
CCOC(=O)C1CCN(C(=O)Cn2nc(C)n3c(cc4cc(C)ccc43)c2=O)CC1
    6 | -3 | 13 | 25 | 0.1 | -2 | -4 | -1.4 | 1 | 104
CNC(=S)Nc1cc(C)ccc1OC(F)F
    -1 | -2 | 2 | 1 | -0.4 | -7 | x | 0.2 | -2 | 103
O=C(CCc1nc2ccccc2c(=O)[nH]1)NCCN1C(=O)S/C(=C\c2ccc(Cl)cc2Cl)C1=O
    2 | 3 | -2 | -13 | -2.1 | -2 | 1 | 1.9 | -1 | 98
Cn1c(SCC(=O)Nc2ccccc2[N+](=O)[O-])nnc1C(F)(F)F
    x | 5 | 0 | 11 | 0.2 | 6 | -4 | -1.0 | -1 | x
Cc1ccc(C(C(=O)NCC2CCCO2)N(C(=O)c2snc(C(N)=O)c2N)c2ccccc2F)o1 (stereo not given)
    0 | -1 | 0 | 8 | -2.6 | -8 | -2 | 0.2 | 5 | x
Cc1cc2cc(C(c3nnnn3C3CCCC3)N(Cc3cccnc3)Cc3ccco3)c(=O)[nH]c2cc1C (stereo not given)
    2 | -2 | 0 | 13 | -1.2 | -2 | -8 | -2.8 | -8 | 104
COc1cccc(OCc2cc(C(=O)N(C)C3CCOCC3)no2)c1
    -3 | -1 | 1 | 22 | -2.2 | 2 | -3 | 0.4 | -3 | 98
O=C(Nc1ncc(Cc2cccc(Cl)c2)s1)c1ccc([N+](=O)[O-])cc1
    6 | 1 | 1 | 0 | 0.1 | -4 | -1 | 0.0 | -1 | 99
COC(=O)C(NC(C)=O)(Nc1cccc(C)n1)C(F)(F)F (stereo not given)
    x | -1 | 1 | 25 | -0.9 | -4 | -5 | -1.7 | 1 | 110
O=C(CSc1nc2c(cnn2-c2cccc(Cl)c2)c(=O)[nH]1)NCC1CCCO1 (stereo not given)
    -2 | 4 | 5 | 28 | -0.9 | -2 | -6 | -4.3 | 2 | x
O=C(/C=C/c1ccc(Br)cc1)NCCCn1ccnc1
    1 | 1 | -2 | 33 | -0.9 | -3 | -6 | 0.8 | 2 | 113
CCN(CC(=O)Nc1ccccc1C(F)(F)F)C(=O)c1cc(S(=O)(=O)N(C)C)ccc1N1CCCC1
    0 | 1 | -3 | -2 | -2.0 | -6 | -3 | 0.4 | -1 | 106
c1ccc(-c2nc(-c3ccco3)n3ccccc23)cc1
    -12 | 4 | 8 | 26 | 0.1 | -18 | -1 | 2.3 | 0 | 108
COc1ccc(CN(C)C(=O)Cc2ccc(OC)c(S(=O)(=O)N3CCOCC3)c2)cc1
    -4 | 1 | 0 | -2 | -2.5 | -14 | -4 | 0.5 | -4 | 112
Cc1cccnc1NC(=O)c1ccc(Br)o1
    -2 | 0 | 0 | -15 | 0.4 | 11 | 4 | 0.3 | 3 | 119
O=C(CSCc1c(Cl)cccc1Cl)NCc1ccco1
    -2 | -9 | -1 | 0 | -0.3 | 1 | -5 | 0.2 | 1 | 120
CC(=O)NC(C(=O)N1CCC(c2nc3ccccc3s2)CC1)C(C)C (stereo not given)
    0 | 1 | -3 | -10 | 1.7 | -8 | -3 | 1.1 | -2 | 105
CCCn1c(NC(=O)C2CCN(C(=O)c3ccccc3C)CC2)nc2ccccc21
    3 | -3 | 3 | 37 | -2.6 | -2 | 0 | 0.7 | 2 | 96
Cc1cccc(N2CCN(C(=O)c3oc4ccc(Br)cc4c3C)CC2)c1C
    -1 | -14 | 1 | -1 | -2.3 | -7 | x | -1.0 | -6 | x
COc1ccc(C(=O)Nc2c(N)nc(SCC(=O)N3CCC(C)CC3)[nH]c2=O)cc1
    -3 | 0 | 0 | -1 | -0.6 | -9 | x | -0.1 | -2 | 103

Next part
Order of values: NSD2 inh | DAGLB inhibitor | V-ATPase pHluor | Arrestin-AP2 inh | CAL PDZ FP-1 | Cardiac RTF inh | CAL PDZ FP-2 | C-LANA FP | Keap1-Nrf2 PPI | DSG3 Ab inh
CSc1ncccc1C(=O)N(C)CC(=O)Nc1cccc(F)c1
    -4 | -1 | -3 | 20 | 0.3 | -4 | -1 | -0.6 | -2 | 101
Cc1c(O)cc2c(c1O)C(=O)CC(c1ccc(O)cc1)O2 (stereo not given)
    x | 0 | 1 | 20 | -2.9 | -2 | 4 | 4.2 | -3 | 77*
COc1ccccc1NS(=O)(=O)c1ccc(C(=O)NCC(c2ccco2)N2CCCCC2)cc1 (stereo not given)
    3 | 2 | -2 | 0 | -0.9 | -1 | -4 | -0.1 | -6 | 128
N#CCn1cnc2c(oc3ccccc32)c1=O
    -5 | 0 | 2 | -27 | -0.2 | -2 | x | 1.1 | 1 | 103
O=C(CNC(=S)N(Cc1ccc(F)cc1)C1CCCCC1)NCC1CCCO1 (stereo not given)
    4 | -1 | 0 | 7 | -0.8 | -2 | 0 | 0.1 | -2 | 99
CCc1nnc(NC(=O)CSc2nccn2-c2cccc(C)c2)s1
    x | 0 | -4 | 1 | -1.7 | 2 | x | -0.7 | -6 | 105
CN(C(=O)c1cccc(C#CC(C)(C)O)c1)C1CCCN(Cc2ccccc2F)C1 (stereo not given)
    -1 | 0 | 1 | 8 | x | -5 | -6 | -1.6 | 3 | 95
NC(=O)COc1ccc(NC(=O)OCc2ccccc2)cc1
    7 | 4 | 4 | 2 | -0.4 | 0 | -2 | -0.1 | -3 | 120
N/N=C(\Cc1cscn1)c1ccc(O)cc1O
    2 | -1 | 2 | -2 | -0.9 | 8 | -1 | 1.2 | -2 | 101
O=C(NCCCn1ccnc1)C(=O)NCC1OCCN1S(=O)(=O)c1ccc(Cl)cc1 (stereo not given)
    x | 2 | -3 | 6 | -0.7 | -9 | x | 2.6 | 3 | 109
COc1ccc(C(=O)N/C(=C\c2ccccc2)C(=O)NCCCn2ccnc2)cc1
    x | -1 | -3 | 2 | -0.9 | -5 | 2 | 0.1 | -4 | 90
Cc1cc(NC(=O)CSc2n[nH]c(-c3cccs3)n2)no1
    1 | -3 | 2 | 1 | 0.1 | -6 | -1 | -0.5 | -5 | 104
COc1cc(/C=N/NC(=O)COc2ccc(Cl)cc2)ccc1OS(=O)(=O)c1ccc(C)cc1
    12 | -1 | 3 | -11 | -2.2 | 2 | -2 | 0.3 | -1 | 108
CCC(C)(C)n1nnnc1C(c1cccnc1)N1CCC(Cc2ccccc2)CC1 (stereo not given)
    -4 | -3 | 0 | -16 | -2.9 | 9 | 3 | 1.3 | 0 | 102
CC(C)N(C(=O)[C@H]1C[C@H](CC(=O)NCCCn2ccnc2)C(=O)N2CCc3c([nH]c4cc(-c5ccco5)ccc34)[C@]12C)C(C)C
    x | 1 | -4 | 24 | -2.3 | -6 | -3 | -0.1 | 5 | 107
COc1ccc(C(=O)CSc2nnc(-c3cc(C)on3)o2)cc1
    0 | -1 | -3 | 6 | -1.1 | -14 | -4 | 1.0 | 3 | 82
COc1ccc(-c2c(C)c3cc(O)ccc3oc2=O)cc1OC
    0 | -2 | -3 | 6 | -4.3 | 0 | -3 | -0.8 | -3 | 91
CCCCC(=O)Nc1ccc2c(c1)nc(CCN1CCOCC1)n2C
    -1 | -1 | 1 | 6 | -2.9 | -21 | -2 | -0.9 | -1 | 107
COc1ccccc1CNC(=O)C(NC(=O)Nc1ccccc1)C(C)C (stereo not given)
    106* | 0 | -2 | -6 | -3.1 | -1 | -4 | 2.5 | 2 | 105
Cc1nnc(SCC(=O)N2CCOCC2)n1C
    3 | -2 | 3 | 7 | -0.3 | 6 | -1 | 0.9 | -4 | 101

The results go on.
Order of values: NSD2 inh | DAGLB inhibitor | V-ATPase pHluor | Arrestin-AP2 inh | CAL PDZ FP-1 | Cardiac RTF inh | CAL PDZ FP-2 | C-LANA FP | Keap1-Nrf2 PPI | DSG3 Ab inh
CCCn1c(-c2ccc(OC)cc2)nc2nc3ccccc3nc21
    -5 | 0 | 4 | -1 | -2.6 | -7 | x | 2.2 | -7 | 101
NC(=S)NN=Cc1cc(-c2cccc(N)c2)ccn1
    -2 | 3 | 1 | x | x | x | x | x | x | 104
CCc1nc2c(c(=O)[nH]1)C1(CCCC1)Cc1ccccc1-2
    -2 | 2 | 0 | 11 | -2.4 | -7 | -5 | 0.0 | -1 | 98
CCCCc1ncc(CN2CCC(n3nccc3NC(=O)c3ccccc3Cl)CC2)[nH]1
    -1 | 0 | 6 | -8 | -0.9 | -7 | 1 | -1.0 | -3 | 107
COc1ccc(CCN2CC(C(=O)N3CCC(OC)CC3)CCC2=O)cc1 (stereo not given)
    -1 | 0 | 1 | 8 | -2.4 | -6 | 4 | 1.9 | -1 | x
N#CC1(NC(=O)COC(=O)c2cc([N+](=O)[O-])ccc2N2CCCC2)CCCCC1
    4 | -1 | -2 | 6 | -0.3 | -15 | x | -0.5 | 2 | 110
CCN(C(=O)c1cc2c(=O)[nH]c3ccc(C)cc3c2s1)c1ccc(F)cc1
    -2 | -3 | 3 | 12 | -3.1 | -3 | x | 0.8 | 1 | 96
CCNS(=O)(=O)c1ccc(CCC(=O)N2CCN(c3ccccc3F)CC2)cc1
    1 | -1 | 1 | 1 | -0.4 | -9 | -9 | 0.4 | -1 | 115
COc1ccc(CN2CCNC(=O)C2CC(=O)NCCc2cnccn2)cc1C (stereo not given)
    0 | -3 | -1 | -4 | 0.1 | -9 | -4 | 2.8 | -7 | 96
CC(=O)c1cccc(NC(=O)c2cc(C)nn2-c2ccccc2)c1
    2 | 1 | 3 | -11 | -1.0 | -21 | -3 | 1.9 | 3 | 92
CSc1ccccc1NC(=O)CSc1n[nH]c(N)n1
    0 | 2 | 2 | -10 | -0.7 | -8 | -1 | -0.1 | -3 | x

An excerpt (hit frequency here may not be typical).
